Screening results deposited in PubChem by several laboratories.
Fluor 339 460: intrinsic fluorescence of library compounds, ex339/em460 – biochemical, MLSMR library, data from DPM-DC assay, artefact control, profiling panel. compound autofluorescence, ex339/em460 nm, NADH buffer; active compounds read high; 1 = no-compound wells, NADH background. fluorescence fold increase at 10 µM. 65,000 tested, 5.5% active;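 active = at 10 µM, mean starting fluorescence two-fold or more over control wells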;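 note: signal is the first read of a kinetic run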
Ec RNAP inh: Escherichia coli RNA polymerase inhibition; P0A8V2; E. coli RNA polymerase, fluorescence transcription assay; inhibition, %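 (tested at 10 µM)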; 62,000 tested, 0.2% active; AID 559; in the data active = inhibition above about 20%;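 note: 0% = enzyme without compound and 100% = no enzyme blank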
D1 allo mod: allosterically modulates the human D1 dopamine receptor; HEK293 D1, CRE-luciferase, dopamine EC30 potentiation; actives deviate in either direction; B-score at 10 µM; 58,000 tested, 5.9% active; AID 641;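 active = luminescence count or its row- and column-corrected plate score outside the 99.7% band of the plate's sample wells, on either side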
HER2 expr 66K: lowers expression of human Her2 kinase. SKBR-3 HER2 protein level, AlphaScreen, 18-24 h; active compounds read low. 65,000 tested, 0.69% active. HER2 level % of control, % at 10 µM. P04626. AID 645;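 active = HER2 level under 5% of the carrier-only control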;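 note: 100% = DMSO carrier and 0% = 500 nM PU-H71 HSP90 inhibitor; lower value means stronger loss of Her2 protein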
Target sequence (P04626 whole entry, looked up): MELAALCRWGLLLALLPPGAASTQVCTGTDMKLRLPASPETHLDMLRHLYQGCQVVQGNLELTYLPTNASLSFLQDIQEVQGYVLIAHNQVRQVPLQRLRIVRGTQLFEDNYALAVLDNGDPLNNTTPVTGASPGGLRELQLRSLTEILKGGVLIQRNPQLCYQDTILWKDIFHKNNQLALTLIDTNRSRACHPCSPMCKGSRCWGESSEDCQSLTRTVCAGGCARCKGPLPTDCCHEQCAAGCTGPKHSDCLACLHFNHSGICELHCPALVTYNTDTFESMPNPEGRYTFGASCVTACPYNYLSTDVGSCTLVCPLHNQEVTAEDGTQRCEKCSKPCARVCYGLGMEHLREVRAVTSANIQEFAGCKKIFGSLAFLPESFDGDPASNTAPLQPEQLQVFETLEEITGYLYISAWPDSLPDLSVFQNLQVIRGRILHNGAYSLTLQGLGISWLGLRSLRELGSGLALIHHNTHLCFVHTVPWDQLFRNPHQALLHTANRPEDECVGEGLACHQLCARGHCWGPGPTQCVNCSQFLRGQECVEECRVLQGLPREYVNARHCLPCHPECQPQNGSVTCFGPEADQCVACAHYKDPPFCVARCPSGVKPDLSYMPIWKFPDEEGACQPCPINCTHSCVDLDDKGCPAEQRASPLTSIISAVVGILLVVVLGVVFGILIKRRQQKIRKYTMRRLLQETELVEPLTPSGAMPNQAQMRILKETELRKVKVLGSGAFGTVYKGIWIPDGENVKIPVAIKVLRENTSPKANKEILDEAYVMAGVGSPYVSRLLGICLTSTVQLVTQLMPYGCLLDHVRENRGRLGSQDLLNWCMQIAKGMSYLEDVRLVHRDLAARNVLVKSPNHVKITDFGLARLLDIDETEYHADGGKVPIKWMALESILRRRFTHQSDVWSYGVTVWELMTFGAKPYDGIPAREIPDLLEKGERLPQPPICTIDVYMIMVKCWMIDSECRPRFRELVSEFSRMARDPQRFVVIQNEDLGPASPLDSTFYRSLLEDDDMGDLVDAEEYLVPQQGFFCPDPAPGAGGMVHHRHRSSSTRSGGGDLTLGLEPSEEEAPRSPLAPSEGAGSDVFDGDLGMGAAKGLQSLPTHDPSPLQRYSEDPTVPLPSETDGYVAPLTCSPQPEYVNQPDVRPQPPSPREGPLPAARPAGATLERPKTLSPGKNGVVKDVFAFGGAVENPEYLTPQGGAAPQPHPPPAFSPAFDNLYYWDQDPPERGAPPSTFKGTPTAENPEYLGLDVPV
M1 antag: blocks the rat M1 muscarinic receptor response to acetylcholine | P08482 | CHO-M1 cells, Fluo-4 calcium, ACh EC80 antagonist mode; active compounds read low | B-score at 10 µM | 64,000 tested, 3.4% active | AID 628;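 active = calcium fluorescence response, raw or row-and-column corrected B-score, differing from the plate sample mean either way at a set confidence level, mostly lower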
M1 ag: agonists of M1 muscarinic receptor. CHO-M1 cells, Fluo-4 calcium fluorescence, agonist mode; active compounds read high. B-score at 10 µM. 64,000 tested, 3% active. AID 626;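 active = fluorescence rise, raw or as B-score row- and column-corrected plate score, outside the 99.7% band of its plate's samples, either direction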
HTR1A agonist: agonists of human 5-HT1a serotonin receptor; 65,000 tested, 0.56% active; P08908; activation, % at 10 µM; CHO 5-HT1a Ga15 NFAT-bla reporter, FRET ratio; 0% basal, 100% maximal reference agonist;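 active = activation above the screen-wide mean activation plus 3 SD, cut at about 19% in these data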;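 note: 0% = DMSO wells and 100% = 5-CT at EC100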
NADH coupling: inhibitors of enzymes used to reach an NAD/NADH endpoint; AID 774; coupled PK/LDH NADH assays, four targets; 65,000 tested, 0.02% active; IC50, µM (top dose mostly 10 µM), for inactives: at the highest dose inhibition;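 active = single-dose screening hits from any of four coupled enzyme assays that gave an IC50 when retested across doses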;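 note: the DPM-DC format reads NADH fluorescence rather than 340 nm absorbance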
Hsp90 inh: displaces geldanamycin probe from tumor Hsp90; NCI-N417 lysate Hsp90, Cy3B-geldanamycin FP displacement; inhibition, % at 30 µM; P07900; 64,000 tested, 0.35% active;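 active = inhibition above 50%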;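 note: 0% = tracer plus lysate wells and 100% = tracer alone without lysate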
Numbers without * were called inactive; nt = no result given; [ ] = another dose, or the depositor's remark. This is a subset. The share of hits here may be higher or lower than overall.

SMILES	Fluor 339 460	Ec RNAP inh	D1 allo mod	HER2 expr 66K	M1 antag	M1 ag	HTR1A agonist	NADH coupling	Hsp90 inh
CN1C(=O)N(C)C(=O)C2(Cc3ccccc3N3CCOCC32)C1=O (configuration not stated)	1.01	8.1	-1.09	124.8	0.417	1.22	2.5	3.0%	-3.8
COc1ccccc1/C=C1/C(=N/O)C2CCN1CC2	1.05	4.9	0.0453	95.7	0.172	0.00964	2.2	2.0%	-2.3
CNP(=S)(NC)OCCOc1ccc(OC)cc1	1.11	4.0	0.0187	91.8	-0.782	-0.749	1.1	3.0%	-1.8
O=C(CCCOc1ccc(Cl)cc1Cl)N1CCC2(CC1)OCCO2	1.01	8.8	6.6*	100.8	0.0188	0.0154	-3.8	11.0%	-2.7
Cc1nc2cc(-c3ccc(Cl)cc3)nn2c(C)c1CCC(=O)N1CCC2(CC1)OCCO2	1.74	9.6	-1.26	98.8	0.498	-0.532	-0.5	5.0%	-0.8
CCCCOC(=O)COc1cc(C)cc2oc(=O)c3c(c12)CCC3	1.61	4.1	0.81	73.0	nt	nt	1.0	3.0%	-1.4
CCCNS(=O)(=O)c1ccc(OCC(=O)N2CCN(Cc3ccc4c(c3)OCO4)CC2)cc1	1.06	8.3	nt	124.6	-0.36	-1.22	0.9	4.0%	-0.9
CC1(C)CN=C(Nc2nc3ccccc3s2)S1	1.13	4.3	2.92*	94.8	-0.366	2.76	0.0	7.0%	-4.7
CCC(=NC1CCN(Cc2ccccc2)CC1)c1c(O)[nH]c(=O)[nH]c1=O	1.03	6.0	0.796	78.5	-0.386	-0.0432	11.2	6.0%	0.2
CCOC(=O)CN1C(=O)C2(C(C#N)=C(N)Oc3ccccc32)C(C(=O)OC)=C1C (configuration not stated)	1.07	3.1	0.244	99.3	0.706	-0.131	-0.8	0.0%	-12.4
O=C(c1cc2ccccn2n1)N1CCC2(CC1)OCCO2	0.99	1.8	0.386	140.7	0.506	0.132	-0.6	3.0%	-1.2
COCCNC(=O)c1c(NC(=O)c2ccco2)n(Cc2ccccc2)c2nc3ccccc3nc12	3.76*	-8.3	4.3*	81.2	0.0467	3.56*	2.9	13.0%[fluoresces]	1.3
CC(C)=CCSc1nnc([C@@H](N)Cc2c[nH]c3ccccc23)o1	1.04	5.0	0.649	88.8	0.691	-0.896	-4.5	5.0%	-1.9
CCCCOCCCn1c(N)c(C(=O)OCCOC)c2nc3ccccc3nc21	2.33*	-49.4	-1.03	53.7	-4*	3.24	-0.1	9.0%[fluoresces]	-1.8
CON(C)C(=O)Nc1ccc(Cl)cc1	1.09	6.7	-0.232	91.6	-1.69	-0.18	-0.3	2.0%	-0.1
Cn1c(=O)cc(OCC(=O)N2CCN(Cc3ccc4c(c3)OCO4)CC2)c2ccccc21	1.05	6.1	0.889	109.0	0.00972	0.49	-2.7	3.0%	-1.9
CNCCc1c(C)n[nH]c1C	1.34	4.2	-0.0746	78.1	0.162	-1.3	2.9	13.0%	-3.0
COc1cccc(CNC2CN3CCC2CC3)c1OC (configuration not stated)	1.03	nt	1.91	81.5	-5.14*	0.218	-4.0	2.0%	-2.9
CCOC(=O)C1C2NC(=O)N(Cc3ccccc3)C1(C)Oc1c(OC)cccc12 (configuration not stated)	1.11	5.3	0.0697	74.3	1.05	-1.13	-0.5	4.0%	0.3
O=P(O)(O)/C=C(\Cl)c1ccccc1	1.11	nt	0.801	89.1	1.38	0.495	-3.0	4.0%	0.2
Cc1ccc(S(=O)(=O)N2CCCC(C(=O)N3CCC4(CC3)OCCO4)C2)cc1 (configuration not stated)	1.06	7.2	-0.0527	87.4	0.0797	0.382	-1.9	9.0%	1.3
CCSc1nnc([C@@H](N)Cc2c[nH]c3ccccc23)o1	1.16	-5.0	-0.95	74.8	0.0635	-0.244	-1.6	7.0%	-1.8
NC1CCCCC1N=Cc1c(O)n(Cc2ccc(F)cc2)c(=O)[nH]c1=O (configuration not stated)	1.02	-0.9	-0.74	151.2	-0.144	0.258	-2.0	7.0%	-11.2
CC(Cc1ccccc1)[n+]1cc(/N=C(\N)[O-])on1 (configuration not stated)	1.05	-4.6	-0.765	95.6	0.803	0.442	-1.5	3.0%	-1.2
O=C(c1cc2ccccc2oc1=O)N1CCC2(CC1)OCCO2	1.18	3.8	-0.269	108.3	-3.7*	-0.0829	-0.4	7.0%	-4.3

(further entries)
SMILES	Fluor 339 460	Ec RNAP inh	D1 allo mod	HER2 expr 66K	M1 antag	M1 ag	HTR1A agonist	NADH coupling	Hsp90 inh
Cc1c(N=Cc2c(O)n(CCc3ccc(F)cc3)c(=O)[nH]c2=O)c(=O)n(-c2ccccc2)n1C	1.06	0.8	0.0219	83.9	-4.76*	0.904	3.1	8.0%	0.9
C=C1N2CCC(CC2)C1(O)c1ccccc1C (configuration not stated)	1.08	-4.3	nt	91.7	-0.00308	1.04	-2.4	6.0%	-2.6
Cc1ccc2c(c1)C1CN(C)CCC1N2C(=O)COc1ccc(S(=O)(=O)N2CCOCC2)cc1 (configuration not stated)	1.08	5.3	nt	109.2	-0.337	0.998	-1.7	5.0%	-4.6
CC12CN3CCN(CC(C3)C1O)C2 (configuration not stated)	1.1	4.2	-0.0268	104.5	-0.133	-0.87	-0.8	1.0%	-0.9
Cn1ccnc1P(=S)(c1nccn1C)N1CCOCC1	1.04	6.9	0.124	144.2	-0.273	-0.491	-2.5	6.0%	-1.0
CCC(=O)OC1(c2cccc(C)c2)CC(C)N(C)CC1C (configuration not stated)	1.17	-3.4	nt	96.9	nt	nt	-1.6	3.0%	0.4
CCN1CCN(c2nc3c(c(=O)[nH]2)CCCC3)CC1	1.08	6.8	-0.528	87.3	0.157	0.303	-1.0	4.0%	-3.4
COc1ccc(N2C(=O)CC(N3CC=C(c4ccccc4)CC3)C2=O)cc1 (configuration not stated)	1.09	5.4	nt	82.3	1.43	-0.0513	1.7	4.0%	-3.6
Cc1ccccc1NC1=NCC(C)S1 (configuration not stated)	1.12	2.5	0.131	95.5	-0.425	-0.0538	1.8	4.0%	-2.6
O=c1c2ccccc2nc(CSc2ncnc3nc[nH]c23)n1-c1ccccc1	1.05	0.3	0.33	69.2	-0.145	-0.212	0.5	3.0%	-1.7
CCOC(=O)c1cn2nc(OP(=S)(OCC)OCC)cc2nc1C	1.23	-5.7	1.21	103.3	-0.0117	-0.303	2.2	2.0%	-6.1
COC(=O)C(C)Oc1cc(C)cc2oc(=O)c3c(c12)CCC3 (configuration not stated)	3.83*	0.4	-0.288	97.4	-0.502	0.764	-0.3	7.0%[fluoresces]	2.0
CN(C(=O)c1ccco1)C1(c2ccccc2Cl)CCCCC1=O (configuration not stated)	1.08	5.5	-1.56	104.3	0.386	0.0498	-2.1	2.0%	nt
CCN(CC)CCCN=C(C)c1c(O)n(-c2ccccc2)c(=O)[nH]c1=O	1.12	4.7	-0.0918	101.4	-0.428	0.0807	-4.4	0.0%	-0.7
Fc1ccc2c(c1)nnn2C1CCN(Cc2nnnn2CCc2ccccc2)CC1	1.12	-1.3	-1.46	83.9	-0.000495	-0.614	-2.0	4.0%	-6.9
O=C(c1cc(-c2ccccc2)nc2ccccc12)N1CCC2(CC1)OCCO2	1.06	10.9	1.1	67.7	-0.033	4.26*	0.4	6.0%	1.0
Cn1c(O)c(C(=NCCN2CCCCC2)c2ccccc2Cl)c(=O)n(C)c1=O	1.04	5.4	0.253	125.0	0.263	0.0121	-0.5	6.0%	-2.5
O=C(Cc1ccccc1)N1CCN(C/C=C/c2ccccc2)CC1	1.19	2.9	-0.11	78.5	0.513	-0.0468	0.4	5.0%	-3.2
O=c1[nH]c(=O)n(C2CCCCC2)c(O)c1C=NCCCn1ccnc1	1.1	0.1	2.22	119.4	0.973	0.885	-0.7	3.0%	-0.2
Cc1ccc(C)c(NC2=NCCCS2)c1	1.03	8.9	-1.04	82.1	-1.64	-0.0759	-1.5	3.0%	-0.6
Cc1cc(Br)ccc1N1C(=O)CC(=O)NC1=O	1.07	5.7	0.205	98.7	-0.608	0.178	0.8	2.0%	-2.4
O=C(CN1CC(c2ccccc2)CC1=O)NCc1ccc(F)cc1 (configuration not stated)	1.05	10.6	-0.376	88.1	-0.896	0.474	-0.8	11.0%	-2.2
CN1C(=O)C(Cc2ccc3c(c2)OCO3)C(=O)N(C)C1=O	1.11	14.2	-0.259	89.5	0.323	0.366	0.2	2.0%	9.3
Clc1cccc(CN2CCCCC2c2cccnc2)c1 (configuration not stated)	1.13	5.2	1.15	81.8	-0.44	0.951	2.1	2.0%	-3.1
CC1(C)CC(n2[nH]c(=O)c3c2NC(=O)CSC3c2ccc(F)cc2)CCO1 (configuration not stated)	1.1	5.7	-0.98	182.7	0.559	0.0304	0.3	1.0%	nt

New compounds follow
SMILES	Fluor 339 460	Ec RNAP inh	D1 allo mod	HER2 expr 66K	M1 antag	M1 ag	HTR1A agonist	NADH coupling	Hsp90 inh
COc1ccc2c(c1OC)C(=O)OC2c1c(O)n(C2CCCCC2)c(=O)[nH]c1=O (configuration not stated)	1.13	9.6	nt	113.2	1.26	-0.884	-3.7	0.0%	-1.7
CN(C)C1=C(C#N)C(c2ccccc2)=NP(N(C)C)(N(C)C)=N1	1.05	-6.2	-0.41	154.0	0.394	0.195	-1.2	6.0%	-4.1
O=C1NC(=O)[C@]2(Cc3ccccc3N3CCN(c4ccccc4)CC32)C(=O)N1Cc1ccccc1 (some centres not stated)	1.14	nt	0.024	68.7	-0.157	-0.221	-1.5	6.0%	-2.2
O=C(NCc1ccc(C(=O)N2CCC3(CC2)OCCO3)cc1)c1ccc2c(c1)OCO2	1.05	3.8	-0.314	94.3	-0.419	0.108	9.6	4.0%	-1.3
c1cncc(C2CC(c3cccs3)n3ncnc3N2)c1 (configuration not stated)	1.21	0.9	nt	77.0	0.306	-0.916	-2.9	6.0%	-2.4
O/N=C1/C(=C\c2ccccc2)N2CCC1CC2	1.13	7.1	0.0615	120.3	0.000359	0.108	-3.1	7.0%	-2.6
CC(C)OCCCNC(=O)c1c(N)n(Cc2cccs2)c2nc3ccccc3nc12	3.04*	-2.7	-0.607	73.0	-2.75	-0.472	41.1*	1.0%[fluoresces]	-3.4
C=CCn1c(O)c(C(C)=NCCN2CCOCC2)c(=O)[nH]c1=O	1.14	6.6	-1.08	92.1	-1.44	-0.51	4.2	5.0%	-1.9
O=C(Cc1ccccc1)N1CCN(CC2CC=CCC2)CC1 (configuration not stated)	1.14	3.2	0.367	141.7	-0.378	-0.166	-1.3	4.0%	-0.7
CCNCC1(c2ccc(OC)c(OC)c2)CCCC1	1.06	3.3	0.554	98.5	-15.4*	46.6*	-0.6	0.0%	0.8
CC(=O)c1cccc(NC2=NCC(C)S2)c1 (configuration not stated)	1.08	2.2	5.63*	74.0	-0.246	0.946	0.1	4.0%	1.3
COC(=O)C(O)(c1ccc(NC(=O)c2ccco2)c(OC)c1)C(F)(F)F (configuration not stated)	1.06	10.6	nt	80.6	0.163	0.574	-0.2	6.0%	2.1
O=C(Nc1ccccc1)NC1CC2CCC(C1)N2 (configuration not stated)	1.06	nt	0.133	159.3	0.251	0.457	-1.3	8.0%	-5.8
Cc1cccc(NC2=NCCCS2)c1C	1.16	6.0	-0.732	79.0	-0.0725	1.14	-2.3	0.0%	1.7
CC1CN=C(Nc2ccc(N(C)C)cc2)S1 (configuration not stated)	1.04	nt	-3.59	155.6	-2.12*	-1.56	3.6	5.0%	1.1
COCC(C)OC(=O)c1c(N)n(Cc2ccco2)c2nc3ccccc3nc12 (configuration not stated)	2.32*	-37.8	12.2*	102.9	-0.168	2.05	4.4	5.0%[fluoresces]	-7.5
CC(C(N)=O)N1CC(c2ccccc2)CC1=O (configuration not stated)	1.04	4.2	-0.72	109.1	-0.0872	-0.456	-2.9	8.0%	0.2
